# Compound activity: PubChem BioAssay, The Scripps Research Institute Molecular Screening Center
# SRC1 TRFRET art = TR-FRET artefact, counter-screen to PPARgamma/SRC-1 agonist assay | AID 1051 | TR-FRET detection artefact counter-screen, emission ratio; stronger effect = higher value | TR-FRET ratio at 8 µM | 99,000 compounds, 0.34% hits; in the data active = TR-FRET ratio above about 2300; also: inactives centre near 1800; reference of the scale not given here
# SRC3 TRFRET art = flags TR-FRET format artefacts in PPARgamma SRC-3 recruitment agonist screen. TR-FRET artefact counter-screen, PPARgamma/SRC-3 format; stronger effect = higher value. TR-FRET ratio at 8 µM. 99,000 compounds, 0.39% hits; in the data active = TR-FRET ratio above about 2000; also: inactives centre near 1600; reference of the scale not given here
# The depositor's hits bear a star; & = joins results of further samples. These rows are one share of the data. The share of hits here may be higher or lower than overall.
SMILES,SRC1 TRFRET art,SRC3 TRFRET art
COc1cc(/C=N/NC(=S)NCCN2CCOCC2)cc(OC)c1O,1919,1731
CCOc1cccc(C(=O)NC(=S)Nc2ccc3c(c2)OCCO3)c1,2035,1668
NS(=O)(=O)c1ccc(CCNC(=S)NC2CCCC2)cc1,1598,1420
Cc1cc(C)cc(N(CCC(=O)O)S(=O)(=O)c2ccc(Cl)cc2)c1,1841,1676
c1ccc(OCCOCCN2CCc3ccccc3C2)cc1,1928,1525
CCN=C1SC(C(=O)Nc2ccc(OC)cc2)CC(=O)N1CC (centres undefined),1797,1682
CCCCCCCCNC(=O)c1ccc(C)cc1,2090,1700
CN1/C(=C\C(=O)COC(=O)CNC(=O)c2ccc3ccccc3c2)C(C)(C)c2ccccc21,3406*,3346*
CC(C)NC(=O)COC(=O)C1CSC2(c3ccc(Br)cc3)CCC(=O)N12 (centres undefined),1940,1509
CC(=O)Nc1nnc(SCc2cccc(F)c2)s1,1608,1524
COc1ccc(NC(=O)Nc2ccc3c(c2)N(C)C(=O)CS3)cc1OC,1633,1625
COc1ccc(/C=C2\CC/C(=C\c3ccc(OC)cc3OC)C2=O)c(OC)c1,1844,1572
Cc1onc(-c2ccccc2Cl)c1C(=O)Nc1nnc(C(C)C)s1,1518,1557
CSc1nc2ccc(S(N)(=O)=O)cc2s1,1874,1590
Cc1csc2c(=O)[nH]cnc12,1740,1552
CC(C)NC(=S)N/N=C1\CCCCc2ccccc21,1692,1410
COc1ccc(CNC(=O)COC(=O)CCOc2ccccc2)cc1,1985,1505
Fc1ccccc1SCc1nnc(-c2ccccc2Br)o1,1699,1292
Cn1c(N)c(C(=O)COC(=O)[C@H](Cc2ccccc2)N2C(=O)c3ccccc3C2=O)c(=O)n(C)c1=O,2020,1635
c1ccc(Cc2noc(CN3CCCC(CN4CCOCC4)C3)n2)cc1 (centres undefined),1793,1494
Cc1ccc(S(=O)(=O)CCC(=O)OCn2nnc3ccccc3c2=O)cc1,1837,1759
CC1=NN(c2ccccc2)C(=O)/C1=C\c1ccc(Br)s1,1925,1603
COCCn1c(SCC(=O)Nc2ccc(F)cc2)nc2c(oc3ccccc32)c1=O,1675,1718
CN1CCN(C(=S)SCc2nc(N)nc(Nc3ccc(F)cc3)n2)CC1,1799,1356
COCc1ccc(CN2CCCC(CO)(Cc3ccccc3C)C2)o1 (centres undefined),1909,1697
Cc1nc2ccccc2n1CCc1ccccc1,1824,1582
O=C(NCCc1cccs1)c1cccs1,1926,1730
O=C(c1ccc(-c2ccccc2)cc1)N1CCN(c2nc3ccccc3o2)CC1,1774,1273
C[n+]1cnc(-c2ccccc2)cc1-c1ccccc1,1872,1415
COc1ccc(OC)c(C2C(C#N)=C(N)Oc3cc(C)n(Cc4ccccn4)c(=O)c32)c1 (centres undefined),1864,1568
O=C(NCc1ccco1)c1ccc(S(=O)(=O)N2CCCCC2)cc1,1976,1955
O=C(c1ccc(Cl)cc1)c1c[nH]c(C(=O)NNc2ccccc2)c1,1807,1760
Cc1cc(CNC(=O)Cn2cc([N+](=O)[O-])cn2)c2ccccc2n1,1845,1620
O=C(Cc1cccs1)Nc1cccc(-c2nc3cc4ccccc4cc3[nH]2)c1,1793,1757
Cc1ccc(CNC(=O)CCS(=O)(=O)c2ccc(C)cc2)cc1,1847,1476
O=C(COC(=O)CNC(=O)c1ccc2c(c1)OCO2)Nc1ncc(Cl)cc1Cl,1590,1418
COCCN(C(=S)Nc1ccccc1C)C(C)c1cccs1 (centres undefined),1946,1654
S=C1Nc2cc(Cl)ccc2Sc2ccccc21,2010,1584
Cc1c(Cl)cnc(NC(=O)COC(=O)c2nn(C)c(=O)c3ccccc23)c1Cl,1629,1599
CCOC(=O)c1ccc(NC(=O)c2cccc(S(=O)(=O)N3c4ccccc4CC3C)c2)s1 (centres undefined),1965,1949
CCNS(=O)(=O)c1ccc(NC(=O)c2ccccc2SCCOC)cc1,1738,1387
O=c1nc2n(c3cccc(Cl)c13)CCCCC2,1924,1742
Cc1cc(N2CCN(c3ccccc3)CC2)n2ncnc2n1,1618,1582
CCOC(=O)N1CCN(C(=O)C(CC)c2ccccc2)CC1 (centres undefined),1907,1624
Brc1ccc(OCc2nnnn2-c2ccccc2)cc1,2013,1518
O=C1NC(=O)/C(=C\c2ccc(Oc3cnccn3)cc2)S1,1537,1347
CCCN1C(=O)CC(c2ccco2)Sc2ccccc21 (centres undefined),1994,1551
COc1cc(OC)c2c(OC)cccc2n1,1733,1601
O=C(O)C1CC=CCC1C(=O)NCCc1csc(-c2ccccc2)n1 (centres undefined),1794,1540
Cc1ccccc1C(=O)N[C@H](C(=O)OCC(=O)c1ccc[nH]1)C(C)C,1623,1550

# Next section
SMILES,SRC1 TRFRET art,SRC3 TRFRET art
CC1CCC(C(C)C)C(OCC(O)CN2CCCC(C)C2)C1 (centres undefined),1686,1631
O=[N+]([O-])c1cccc(-c2nc3ccc([N+](=O)[O-])cc3[nH]2)c1,1741,1576
COC(=O)c1cc(NC(=O)c2cccc(F)c2)cc(C(=O)OC)c1,1667,1521
CC(C)NS(=O)(=O)c1ccc(CCC(=O)NCc2cccnc2)cc1,1977,1838
COc1ccc2[nH]c(=O)c(COC(=O)c3cccs3)cc2c1,1965,1760
C#Cc1ccc([C@@H]2C=C(C(=O)OCC=C)O[C@H](OCc3ccc(CO)cc3)C2)cc1,1671,1481
CC1CC(C)(C)NC(=S)N1CCCC(=O)Nc1ccccc1F (centres undefined),1735,1389
CCOC(=O)C1CCN(c2ncnc3c2cnn3-c2ccc(Cl)cc2)CC1,1686,1522
COc1cc(OC)cc(-c2nnc(SCC(=O)N3CCCCC3)o2)c1,2152,1635
CC1Cc2ccccc2N1c1ncnc2nc[nH]c12 (centres undefined),1774,1598

# Structural class: the entries above with four or more nitrogen atoms.
SMILES,SRC1 TRFRET art,SRC3 TRFRET art
COc1cc(/C=N/NC(=S)NCCN2CCOCC2)cc(OC)c1O,1919,1731
Cc1onc(-c2ccccc2Cl)c1C(=O)Nc1nnc(C(C)C)s1,1518,1557
Cn1c(N)c(C(=O)COC(=O)[C@H](Cc2ccccc2)N2C(=O)c3ccccc3C2=O)c(=O)n(C)c1=O,2020,1635
c1ccc(Cc2noc(CN3CCCC(CN4CCOCC4)C3)n2)cc1 (centres undefined),1793,1494
CN1CCN(C(=S)SCc2nc(N)nc(Nc3ccc(F)cc3)n2)CC1,1799,1356
COc1ccc(OC)c(C2C(C#N)=C(N)Oc3cc(C)n(Cc4ccccn4)c(=O)c32)c1 (centres undefined),1864,1568
Cc1cc(CNC(=O)Cn2cc([N+](=O)[O-])cn2)c2ccccc2n1,1845,1620
Cc1c(Cl)cnc(NC(=O)COC(=O)c2nn(C)c(=O)c3ccccc23)c1Cl,1629,1599
Cc1cc(N2CCN(c3ccccc3)CC2)n2ncnc2n1,1618,1582
Brc1ccc(OCc2nnnn2-c2ccccc2)cc1,2013,1518
O=[N+]([O-])c1cccc(-c2nc3ccc([N+](=O)[O-])cc3[nH]2)c1,1741,1576
CCOC(=O)C1CCN(c2ncnc3c2cnn3-c2ccc(Cl)cc2)CC1,1686,1522
CC1Cc2ccccc2N1c1ncnc2nc[nH]c12 (centres undefined),1774,1598

# (listing goes on)
SMILES,SRC1 TRFRET art,SRC3 TRFRET art
CCCNC(=O)c1nc(C)c(C)nc1C(=O)Nc1cccc(Cl)c1,1848,1588
COc1cccc(/C=N/Nc2cc(C)nc(-c3ccccc3O)n2)c1O,1518,1508
CCNC(=O)c1ccccc1SCC(=O)Nc1ccc(F)cc1,1694,1546
Cc1ccsc1/C=C/C(=O)O,1803,1559
Cc1onc(-c2ccccc2)c1C(=O)NNC(=S)NC(=O)c1ccc(Br)cc1,1937,1566
CC(=O)NCCNC(=O)c1ccc(Sc2ccccc2)c([N+](=O)[O-])c1,2041,1513
O=C(COC(=O)c1ccccc1-c1nc2ccccc2s1)Nc1ccccc1C(F)(F)F,1861,1688
CCCC[n+]1ccn(C2=C([O-])c3ccccc3C(=O)/C2=N\S(=O)(=O)c2ccc(Br)cc2)c1,1838,1555
NC(=S)n1[nH]c(-c2ccccc2)c(N=Nc2ccccc2C(=O)N2CCOCC2)c1=O,1915,1517
O=C(NNS(=O)(=O)c1ccc(F)cc1)C1CCN(S(=O)(=O)c2ccccc2)CC1,1888,1522
O=C1N(c2ccccc2)C[C@@H]2C[C@@H](c3cc4ccccc4o3)N3CCC[C@@]123,1846,1556
COc1ccc(C2N(c3ccccc3)CCN2c2ccccc2)cc1O,1834,1658
C(=N\Nc1ncnc2nc[nH]c12)/c1cccs1,1700,1550
Cc1ccc(NC(=O)c2ccc(Cn3cc([N+](=O)[O-])cn3)cc2)c(C)c1,1852,1598
CCOc1[nH]n(-c2ccccc2)c(=O)c1C=Nc1ccc(C(=O)OC)cc1,1914,1645
CCOC(=O)c1c(NC(=O)CN2C(=O)NC3(CCCCCC3)C2=O)sc(C)c1-c1ccc(C)cc1,1693,1739
O=C(CN1CCN(c2ccccc2O)CC1)NC(=O)NCc1ccco1,2087,1672
Cc1ccnn1CC(=O)N/N=C/c1cccs1,1781,1418
NC(=O)c1cnccn1,1715,1426
Nc1[nH]c(=O)ncc1F,1718&1875,1815&1503
NC(=O)CSC1=Nc2ccccc2C2=NC(c3ccccc3)C(=O)N12 (centres undefined),1795,1571
CCOc1cccc(-c2nnc3sc(COc4ccc(C)cc4)nn23)c1,2052,1644
CC(=NCCc1c(C)[nH]c2ccc(OCc3ccccc3)cc12)C1=C(O)CC(c2ccccc2)CC1=O (centres undefined),1746,1590
CC1CN(C)C(C)c2c1oc1ccc([N+](=O)[O-])cc21 (centres undefined),1954,1498
O=C1COc2ccc(N3C(=O)C=CC3=O)cc2N1,1967,1661
Cn1c(COc2ccc(Cl)cc2)nnc1SCC(=O)Nc1ccc2c(c1)CCC2,1637,1464
COc1cc(C(=O)N/N=C(\c2ccccc2)c2ccccn2)cc(OC)c1OC,1837,1544
CC1(C)Cc2ccccc2-c2nc3n(c(=O)c21)CCS3,1872,1484
CCCOC(=O)/C(=C\C=C\c1ccco1)NC(=O)c1ccccc1,2034,1876
COc1ccc(C(=O)N/N=c2\oc3ccccc3cc2C(N)=O)cc1,2045,1751

# Overlap with the part before: 3 compounds; new compounds follow.
SMILES,SRC1 TRFRET art,SRC3 TRFRET art
CC1(C)Cc2ccccc2-c2nc3n(c(=O)c21)CCS3,1872,1484
CCCOC(=O)/C(=C\C=C\c1ccco1)NC(=O)c1ccccc1,2034,1876
COc1ccc(C(=O)N/N=c2\oc3ccccc3cc2C(N)=O)cc1,2045,1751
O=C1CC(c2ccccc2)CC2=C1C=Nc1ccccc1N2 (centres undefined),1820,1735
S=c1[nH]nc(-c2ccccn2)n1/N=C/c1cccc2ccccc12,1955,1571
O=S(=O)(c1cnc[nH]1)N1CCCCCC1,1667,1642
CC(C)NC(=O)CCCC(=O)NC(C)C,2026,1620
COc1ccccc1/C=C/C(=O)OCC(=O)c1c(N)n(C)c(=O)n(C)c1=O,1892,1769
COc1ccc(-n2c(=S)[nH]c3cc(C(=O)NC4CCCCC4)ccc3c2=O)c(OC)c1,1565,1536
CSc1ncccc1C(=O)NCCc1ccccc1,1771,1647
CN(C)CCCN(C(=O)CCSc1ccccc1)c1nc2cc3c(cc2s1)OCO3,1919,1405
COc1ccc(S(=O)(=O)N2CCOCC2)cc1NC(=O)CCc1c[nH]c2ccccc12,1814,1694
CC1=CC=CN2C1=NC(=O)CC2(C)C(=O)N(CC(=O)NC1CCCC1)c1ccccc1C (centres undefined),1727,1448
CC(C)(C)N(NC(=O)Nc1ccccc1)C(=O)c1ccccc1,1643,1723
Cc1c2c(n3c(nc4ccccc43)c1C#N)N(CCN(C)C)CC2,1980,1640
Nc1ccc2nc(C3CCCCC3)[nH]c2c1,1647,1402
Cc1ccc(CNC(=O)CSc2nc3ccsc3c(=O)n2Cc2ccccn2)cc1,1540,1746
CCOc1ccc(NC(=S)N(CCc2c(C)[nH]c3ccc(C)cc23)Cc2ccncc2)cc1,1646,1553
O=c1ncn(-c2ccccc2C(F)(F)F)c2ncccc12,1595,1275
O=c1[nH]c(SCc2cccc([N+](=O)[O-])c2)nc2[nH]ncc12,1765,1490
COc1ccccc1Oc1c(C)oc2c(CN(C)C)c(O)ccc2c1=O,1925,1773
COc1cccc(OC)c1CN1CCCC(C(=O)c2ccccc2SC)C1 (centres undefined),1562,1624
Cc1cc(C(=O)CCl)c(C)n1CCc1ccc(F)cc1,1587,1496
COc1ccc(/C=C/c2cc(=O)c3cc(Cl)ccc3o2)cc1,1835,1669
O=C1NC(=O)/C(=C\c2ccc(O)cc2O)S1,1740,1431
O=C1/C(=C/N(C(=O)c2ccco2)c2ccc(Br)cc2)Sc2ccccc21,1682,1599
CC(COC(=O)c1ccccc1)(COC(=O)c1ccccc1)/[N+]([O-])=C/c1ccccc1,1852,1507
Cc1ccc(CNS(=O)(=O)c2cccc3nsnc23)cc1,1829,1719
O=C(Nc1nc2nccc(-c3ccccc3)n2n1)C(Cl)(Cl)Cl,1720,1264
Cc1ccc(C(=O)N/N=C2/NC(=O)CC(C(=O)Nc3ccccc3)S2)cc1 (centres undefined),1750,1655
CC(=O)Nc1ccc(NC(=O)C2CCCCC2C(=O)O)cc1 (centres undefined),1555,1400
COc1ccccc1C(=O)NCC(=O)N/N=C/c1ccncc1,1930,1493
CCO/N=C/C(=O)Nc1ccc(F)cc1F,1927,1487
C=CCCCCCCCC(=O)OC,1995,1763
COc1ccc(/C=C/C(=O)OCC(=O)Nc2cc(S(=O)(=O)N(C)C)ccc2Cl)cc1,1774,1521
COc1ccc(/C=C/C(=O)OCC(=O)Nc2cc(C(F)(F)F)ccc2Cl)cc1,1522,1457
NC(=O)[C@@H]1CCCCNc2c(F)cc([N+](=O)[O-])cc2C(=O)N[C@@H](CC(=O)O)C(=O)N[C@@H](CCC(=O)O)C(=O)N1,1973,1416
COc1ccccc1NC(=S)N(Cc1ccccc1)Cc1cccs1,1716,1729
C/C(CCc1ccc2c(c1)OCO2)=N\NC(=O)c1ccccc1Cl,2019,1744
COc1ccc(OCCCC(=O)NCCc2ccc(OC)c(OC)c2)cc1,1881,1499
CC1(C)CC(=O)c2c(oc3ccc(NS(=O)(=O)c4ccc(C(=O)O)cc4)cc23)C1,1581,1560
